Rad51 HR inh: blocks human Rad51 in homologous recombination | Q06609 | hRad51 DNA strand exchange, fluorescence dequenching | inhibition, % at 10 µM | 200,000 tested, 0.085% active;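 active = inhibition above 40% at the single screening dose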;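 also: 0% = DMSO control wells and 100% = blanks with heterologous ssDNA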
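Assay system: Human Rad51 nucleoprotein filaments preassembled on unlabelled ssDNA | Reagent: Donor/quencher-labelled 47-bp dsDNA substrate | Doses: One concentration, 10 µM final | Times: 37 °C 15-min filament assembly, 30-min compound preincubation, 15-min exchange | Technique: Fluorescein emission 520 nm, excitation 485 nm | Benchmarks: Plate control and blank wells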
14-3-3 Bad PPI: disrupts binding of bovine 14-3-3 zeta to phospho-Bad peptide; 220,000 tested, 0.71% active; TR-FRET 14-3-3zeta/Dy647-pBad peptide displacement, 1 h; AID 781; inhibition, % at 21.7 µM;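 active = inhibition above about 70%, limit read from the data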;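 also: 0% = full 14-3-3 plus peptide FRET controls and 100% = background without 14-3-3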
Target sequence (P63103 whole entry, looked up): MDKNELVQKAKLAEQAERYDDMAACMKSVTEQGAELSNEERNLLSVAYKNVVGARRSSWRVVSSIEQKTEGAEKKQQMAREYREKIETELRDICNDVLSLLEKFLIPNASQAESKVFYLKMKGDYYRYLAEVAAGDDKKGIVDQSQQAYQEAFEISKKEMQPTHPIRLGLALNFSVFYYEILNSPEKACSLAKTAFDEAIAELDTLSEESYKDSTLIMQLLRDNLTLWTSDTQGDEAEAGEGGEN
eIF4E 4G PPI: eIF4E/eIF4G interaction inhibition in translation initiation; inhibition, % at 21.7 µM; AID 782; P63073+Q04637; TR-FRET eIF4E-eIF4GI(517-606) binding, 2 h; 220,000 tested, 0.37% active;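 active = inhibition above about 30%, limit read from the data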;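 also: 0% = full FRET control wells and 100% = background wells lacking eIF4GI fragment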
Mdm2 ligase inh: Mdm2 E3 ligase (human) inhibition. Q00987. cell-based MDM2 ubiquitination luciferase reporter, 2 h; 0 = plate control, 100 = twice control, blank-subtracted. signal enhancement, % at 5 µM. 210,000 tested, 0.11% active. AID 1230;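 active = signal enhancement of 30% or more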;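 also: luminescence tracks abundance of the self-degrading MDM2-luciferase fusion protein; higher signal means inhibition of MDM2 E3 ligase activity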
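Assay system: mammalian cells stably expressing self-ubiquitinating, self-degrading MDM2 E3–luciferase fusion. Quantity: 2000 cells in each well. Medium: DMEM culture medium. Compound dosing: single-point 5 µM. Timing: cell settling 4 h, compound treatment 2 h, both 37 °C. Technique: luciferase luminescence. Read-out basis: percent signal gain over controls, blank-subtracted. Benchmarks: plate controls and plate blanks.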
FXIa inh 1536: inhibitors of human coagulation factor XIa; AID 798; 220,000 tested, 0.14% active; purified FXIa, Boc-Glu-Ala-Arg-AMC fluorogenic substrate; P03951; inhibition, % at 5 µM;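 active = inhibition of at least 40%; inactive = inhibition below 40%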;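 also: fluorescence of freed AMC excited at 355 nm; 0% = enzyme without compound and 100% = no enzyme blank; many of its hits are not listed in these tables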
Wee1 degr inh: human Wee1 degradation inhibition, primary screen. AID 1321. HeLa Luc-Wee1K328M stability, luciferase luminescence; 100% = proteasome inhibitor MG132 effect. 220,000 tested, 1.2% active. P30291. reporter increase, % at 5 µM;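 active = activation above the mean of all tested compounds plus 3 SD, set per screening run, cut at about 8.8% in these data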;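 also: cells exposed to compound for 20 h before luminescence read; 0% = DMSO alone and 100% = MG132 at 30 µM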
KLK5 inh: blocks human kallikrein 5 protease activity; inhibition, % at 5 µM; recombinant hK5, fluorogenic AMC substrate cleavage; 210,000 tested, 0.59% active; Q9Y337;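 active = inhibition of 40% or more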;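 also: 0% = enzyme controls without compound and 100% = no-enzyme blanks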
FXIIa inh 1536: blocks human coagulation factor XIIa protease activity; purified FXIIa, Boc-QGR-AMC fluorogenic substrate, 2 h; inhibition, % at 5 µM; 220,000 tested, 0.3% active; AID 800; in the data active = inhibition above about 40%;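 also: 0% = enzyme with no compound and 100% = blank without enzyme; many of its hits are not listed in these tables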
p97 ATPase inh: human p97 ATPase inhibition; P55072; inhibition, % at 8 µM; 220,000 tested, 0.42% active; recombinant p97 ATPase, Kinase-Glo ATP luminescence, 3 h; in the data active = inhibition above about 15%;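 also: 0% = DMSO vehicle and 100% = wells lacking enzyme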
Target sequence (P55072 whole entry, looked up): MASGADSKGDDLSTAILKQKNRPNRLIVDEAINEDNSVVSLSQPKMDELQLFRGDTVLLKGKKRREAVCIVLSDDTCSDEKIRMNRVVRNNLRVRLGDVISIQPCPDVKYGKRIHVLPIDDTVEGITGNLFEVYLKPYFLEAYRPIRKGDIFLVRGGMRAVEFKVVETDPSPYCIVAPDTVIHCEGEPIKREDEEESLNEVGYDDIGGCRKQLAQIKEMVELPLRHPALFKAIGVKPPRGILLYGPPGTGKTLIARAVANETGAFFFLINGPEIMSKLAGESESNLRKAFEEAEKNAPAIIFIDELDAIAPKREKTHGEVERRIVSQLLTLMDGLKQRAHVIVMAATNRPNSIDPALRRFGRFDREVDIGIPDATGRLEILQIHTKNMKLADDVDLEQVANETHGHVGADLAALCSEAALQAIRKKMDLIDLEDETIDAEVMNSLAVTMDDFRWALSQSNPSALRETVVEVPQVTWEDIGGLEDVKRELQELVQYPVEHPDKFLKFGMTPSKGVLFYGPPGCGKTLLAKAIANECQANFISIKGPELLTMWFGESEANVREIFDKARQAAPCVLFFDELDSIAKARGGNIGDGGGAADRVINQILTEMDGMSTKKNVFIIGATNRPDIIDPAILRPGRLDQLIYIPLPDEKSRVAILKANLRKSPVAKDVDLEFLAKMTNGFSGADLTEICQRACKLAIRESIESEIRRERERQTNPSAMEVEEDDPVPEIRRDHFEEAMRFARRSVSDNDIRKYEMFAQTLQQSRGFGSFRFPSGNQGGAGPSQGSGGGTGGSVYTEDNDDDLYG
* hit, by the source's call; / = no result given; [ ] = another dose, or the depositor's remark.

nr	Structure	Rad51 HR inh	14-3-3 Bad PPI	eIF4E 4G PPI	Mdm2 ligase inh	FXIa inh 1536	Wee1 degr inh	KLK5 inh	FXIIa inh 1536	p97 ATPase inh
1	CCOC(=O)CCSc1nc(C)c2cc(C)ccc2n1	-4	-4	4	/	-6	-1	-6	1	-3
2	O=C1CCC(=O)N1c1nc2n(n1)C(c1ccccc1)C=C(c1ccc(Br)cc1)N2 (configuration not stated)	-4	/	/	-3	-6	3	-16	15	5
3	CCOC(=O)c1ccccc1NS(=O)(=O)c1ccccc1	1	-7[fluorescence artefact?]	-5[fluorescence artefact?]	-12	-2	-1	-2	15	5
4	N/C(=N\OC(=O)/C=C/c1ccccc1)c1ccc(Br)cc1	21	-4	1	-7	-7	-1	-26	-3	2
5	O=c1c2c(C(F)(F)F)cc(C(F)(F)F)nc2[nH]n1-c1ccccc1	-9	39[fluorescence artefact?]	7	-15	-2	-3	-9	10	2
6	COc1cc(OC)cc(-c2nnc(N(C)C(=O)c3ccncc3)s2)c1	7	-6	0	-7	-13	3	-6	3	0
7	CCS(=O)(=O)c1ccc2oc(SCC(=O)N3c4ccccc4CC3C)nc2c1 (configuration not stated)	-1	6	1[fluorescence artefact?]	-12	2	-1	2	12	1
8	Cc1cccc(C)c1NC(=S)N1CCCN(C)CC1	-2	-2	1	-19	11	-3	20	6	0

Random excerpt: 2 compounds from above
nr	Structure	Rad51 HR inh	14-3-3 Bad PPI	eIF4E 4G PPI	Mdm2 ligase inh	FXIa inh 1536	Wee1 degr inh	KLK5 inh	FXIIa inh 1536	p97 ATPase inh
5	O=c1c2c(C(F)(F)F)cc(C(F)(F)F)nc2[nH]n1-c1ccccc1	-9	39[fluorescence artefact?]	7	-15	-2	-3	-9	10	2
2	O=C1CCC(=O)N1c1nc2n(n1)C(c1ccccc1)C=C(c1ccc(Br)cc1)N2 (configuration not stated)	-4	/	/	-3	-6	3	-16	15	5

Continued:
nr	Structure	Rad51 HR inh	14-3-3 Bad PPI	eIF4E 4G PPI	Mdm2 ligase inh	FXIa inh 1536	Wee1 degr inh	KLK5 inh	FXIIa inh 1536	p97 ATPase inh
9	FC(F)(F)C1=CC(c2ccccc2)=NCCN1	-5	5	5	13	7	1	-1	15	0
10	CCN1CCN(C(=O)C2CCN(Cc3cc(Cl)ccc3O)CC2)CC1	3	16[fluorescence artefact?]	0[fluorescence artefact?]	0	-4	2	-25	12	-5
11	Cc1ccc(NC2=NC(c3ccc(C)cc3)n3c(nc(C)cc3=O)N2)cc1 (configuration not stated)	0	-2	6	-11	5	0	-17	18	-1
12	CCNC(=S)N1CCN(c2ncccn2)CC1	14	-13	2	-13	6	-1	-5	18	-3
13	Cc1ccc(NC(=O)COC(=O)CCc2c[nH]c(=O)[nH]2)cc1	-5	-14[fluorescence artefact?]	-5[fluorescence artefact?]	1	15	-1	-12	12	0
14	COc1ccc(CC(=O)NC(C)c2nnc(SCC(=O)Nc3cc(C)ccc3OC)n2C)cc1 (configuration not stated)	-13	-24	-5	-7	-1	1	-6	8	1
15	O=C(NC1CCS(=O)(=O)C1)/C(=C/c1ccc(Cl)cc1)NC(=O)c1ccccc1 (configuration not stated)	10	-5	2	1	3	1	-13	5	-3
16	COc1ccc(CCNS(=O)(=O)c2ccc3c(c2)CC(C)N3C(C)=O)cc1OC (configuration not stated)	/	14[fluorescence artefact?]	2[fluorescence artefact?]	-7	-11	0	8	13	-5
17	CC1CCCCN1Cc1nc2ccccc2c(=O)[nH]1 (configuration not stated)	-9	1	-9	-1	5	1	22	19	0
18	O=C1[C@@H]2C(c3ccccc3Cl)=NO[C@@H]2C(=O)N1Cc1ccccc1	/	19	7[fluorescence artefact?]	-12	5	4	-9	15	-1
19	CC(C)N(c1ccccc1)c1ccc(NC(=O)CCl)cc1	10	-7	3	-9	-2	8	0	7	12
20	COC(=O)CNc1nc(-c2ccncc2)nc2ccccc12	/	37	-4[fluorescence artefact?]	-44	21	-5	-10	27	8
21	CC(C)(C)NS(=O)(=O)c1cccc(S(=O)(=O)c2cccc(S(=O)(=O)NC(C)(C)C)c2)c1	/	-7	3	-23	5	0	-16	7	4
22	O=C(Nn1cnnc1)C1CCCN1S(=O)(=O)c1ccc(F)cc1 (configuration not stated)	3	-9	-3	-9	-3	0	-1	6	1
23	COc1ccc(NC(=O)N2c3ccccc3C(C)=CC2(C)C)cc1	-5	-9	13	-9	0	1	7	/	-1
24	O=c1c2cc(Cl)ccc2nc(-c2ccccc2)n1O	-12	6	1	-1	0	-1	-10	9	0
25	NC(=O)N/N=C/c1ccc(-c2ccc([N+](=O)[O-])cc2)o1	-1	-3	-5	-6	2	-4	4	6	0
26	CCC(CC)C(=O)NCc1ccc2c(c1)cc(C)n2C	-3	8	3	-12	11	0	-3	22	-1
27	COC(=O)c1cn(-c2ccccc2)c(C)c1C(=O)OC	-8	5	3	1	9	0	1	19	0
28	N#CCCN(/N=C/c1cccnc1)C1=NS(=O)(=O)c2ccccc21	34	-9	-1	-6	-2	-2	-2	7	6
29	Cc1cccc(C(=O)NC2CCN(CC(=O)NCc3cccs3)CC2)c1	-14	-12	2	-19	3	0	3	8	5
30	CC(C)N(CC(N)=O)C(=O)Cc1coc2cc3c(cc12)CCC3	-10	-5	1	-7	-2	1	-4	1	26*
31	CC(C)c1ccccc1NC(=S)NC1CCCCC1	2	-11	-4	-10	-3	-1	5	8	0
32	O=C(c1cc(-c2cccs2)on1)N1CCN(c2ccccc2)CC1	/	0	4	-21	3	-3	-7	18	-9
33	CCOC(=O)c1c(C)oc2cc(Cl)c(O)c(CN(C)C)c12	-2	-10	1	-5	-1	-2	-4	5	-3
34	Cc1cc(C(=O)Nc2sc3c(c2C#N)CCC(C(C)(C)C)C3)no1 (configuration not stated)	0	17	10	3	-1	2	-3	15	4
35	Cc1ccccc1N=C1NC(=O)CS1	0	2[fluorescence artefact?]	-1	-14	-6	-1	-7	6	-3
36	Cc1c(Cl)cnc(NC(=O)CSc2nnc(C)n2Cc2ccccc2)c1Cl	5	-3	4	-32	2	5	-4	11	-3
37	COc1ccc(C(c2c(C)n(C)n(-c3ccccc3)c2=O)c2c(C)n(C)n(-c3ccccc3)c2=O)cc1O	-3	-9	-3	-3	0	-3	-4	1	4
38	c1ccc(-n2nnnc2N2CCOCC2)cc1	10	6	2	-14	0	-4	12	6	-4
39	CCN(CC)c1ccc(-c2nn3c(-c4n[nH]c5c4CCC5)nnc3s2)cc1	-2	-27[fluorescence artefact?]	-9	-11	-8	0	-2	-14	3
40	COC(=O)Oc1ccc(/C=C/C(=O)OC(C)C)cc1OC(=O)OC	10	-4	1	-8	6	0	-4	10	6
41	O=C(CCl)NN1C(=O)NC2(CCCCC2)C1=O	3	-20	-2	-2	14	8	-15	3	1
42	COCCNC(=O)C(c1ccccc1C)N(C(=O)Cn1nnc2ccccc21)c1cccnc1 (configuration not stated)	-12	8	2	-1	0	1	-10	11	-3
43	COc1cccc(NC(=O)N(Cc2cc3cc(C)cc(C)c3[nH]c2=O)CC2COCCO2)c1 (configuration not stated)	2	0	3	-2	-2	1	-3	-2	3
44	CCC(=O)Nc1c(C)cc(C)cc1Cl	-13	-15[fluorescence artefact?]	3	-2	2	3	-6	16	6
45	CC(C)CNC(=O)c1c(N)n(/N=C/c2ccccn2)c2nc3ccccc3nc12	4	24[fluorescence artefact?]	6	-11	-5	-2	-14	1	-7
46	CC(C)c1nn2c(=O)cc(O)nc2s1	/	-5[fluorescence artefact?]	-2[fluorescence artefact?]	8	-4	-1	-10	1	-2
47	CCCc1cc(=O)[nH]c(SCC(=O)c2cc(C)n(C)c2C)n1	-2	-10	4	-9	-4	-1	-1	3	0
48	CN(CC(=O)NC1CC1)S(=O)(=O)c1ccc(F)cc1	17	-7	5	-9	1	-1	-4	10	-1
49	CCOc1ccccc1N1CCN(C(=O)CCCc2nc3ccccc3s2)CC1	-1	1	-3	-18	18	0	2	26	-12
50	CN(Cc1ccccc1)C(=O)c1ccc([N+](=O)[O-])o1	2	0[fluorescence artefact?]	-8	-3	-12	-4	-13	-10	-4
51	CC(=O)Nc1ccc(S(=O)(=O)N2CCNC(=O)CC2)cc1	-3	-8	11	-12	-15	2	2	1	-2
52	NC(=O)Oc1cccc(OC(N)=O)c1	9	-2	4	5	-9	-1	-7	5	9
53	Cc1cc(Cl)c(OCCCn2ccnc2)c(Br)c1	/	41[fluorescence artefact?]	0[fluorescence artefact?]	-13	2	3	-11	7	4
54	CCCNC1=CC(=O)CC(C)(C)C1	5	-5[fluorescence artefact?]	4	-16	8	1	-7	17	3
55	CCCCCCn1c(CN2CCCC(C)C2)nc2c1c(=O)n(C)c(=O)n2C (configuration not stated)	5	-7	0	-7	1	-2	-2	11	4

In the list so far, 16 have four or more nitrogen atoms.
nr	Structure	Rad51 HR inh	14-3-3 Bad PPI	eIF4E 4G PPI	Mdm2 ligase inh	FXIa inh 1536	Wee1 degr inh	KLK5 inh	FXIIa inh 1536	p97 ATPase inh
2	O=C1CCC(=O)N1c1nc2n(n1)C(c1ccccc1)C=C(c1ccc(Br)cc1)N2 (configuration not stated)	-4	/	/	-3	-6	3	-16	15	5
6	COc1cc(OC)cc(-c2nnc(N(C)C(=O)c3ccncc3)s2)c1	7	-6	0	-7	-13	3	-6	3	0
11	Cc1ccc(NC2=NC(c3ccc(C)cc3)n3c(nc(C)cc3=O)N2)cc1 (configuration not stated)	0	-2	6	-11	5	0	-17	18	-1
12	CCNC(=S)N1CCN(c2ncccn2)CC1	14	-13	2	-13	6	-1	-5	18	-3
14	COc1ccc(CC(=O)NC(C)c2nnc(SCC(=O)Nc3cc(C)ccc3OC)n2C)cc1 (configuration not stated)	-13	-24	-5	-7	-1	1	-6	8	1
20	COC(=O)CNc1nc(-c2ccncc2)nc2ccccc12	/	37	-4[fluorescence artefact?]	-44	21	-5	-10	27	8
22	O=C(Nn1cnnc1)C1CCCN1S(=O)(=O)c1ccc(F)cc1 (configuration not stated)	3	-9	-3	-9	-3	0	-1	6	1
25	NC(=O)N/N=C/c1ccc(-c2ccc([N+](=O)[O-])cc2)o1	-1	-3	-5	-6	2	-4	4	6	0
28	N#CCCN(/N=C/c1cccnc1)C1=NS(=O)(=O)c2ccccc21	34	-9	-1	-6	-2	-2	-2	7	6
36	Cc1c(Cl)cnc(NC(=O)CSc2nnc(C)n2Cc2ccccc2)c1Cl	5	-3	4	-32	2	5	-4	11	-3
37	COc1ccc(C(c2c(C)n(C)n(-c3ccccc3)c2=O)c2c(C)n(C)n(-c3ccccc3)c2=O)cc1O	-3	-9	-3	-3	0	-3	-4	1	4
38	c1ccc(-n2nnnc2N2CCOCC2)cc1	10	6	2	-14	0	-4	12	6	-4
39	CCN(CC)c1ccc(-c2nn3c(-c4n[nH]c5c4CCC5)nnc3s2)cc1	-2	-27[fluorescence artefact?]	-9	-11	-8	0	-2	-14	3
42	COCCNC(=O)C(c1ccccc1C)N(C(=O)Cn1nnc2ccccc21)c1cccnc1 (configuration not stated)	-12	8	2	-1	0	1	-10	11	-3
45	CC(C)CNC(=O)c1c(N)n(/N=C/c2ccccn2)c2nc3ccccc3nc12	4	24[fluorescence artefact?]	6	-11	-5	-2	-14	1	-7
55	CCCCCCn1c(CN2CCCC(C)C2)nc2c1c(=O)n(C)c(=O)n2C (configuration not stated)	5	-7	0	-7	1	-2	-2	11	4

Compound activity: PubChem, several laboratories

Hits appear at their usual frequency; 3.5% or so of the library scored in one or more.
